# HSP90 inh: HSP90 inhibitors, primary screen, cell lysate, luminescence; Heat shock protein HSP 90 (rabbit reticulocyte lysate; luciferase refolding); 290,000 tested, 0.91% active; Rabbit reticulocyte lysate, luciferase refolding luminescence, 3 h; inhibition, % at 5.6 µM;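 active = inhibition above the screen-wide mean plus 3 SD, computed separately per campaign, cut at about 16% in these data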;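 also: 0% = DMSO wells and 100% = 60 µM geldanamycin wells; inhibitors lower the luminescence because luciferase stays unfolded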
# HDAC3 inh: HDAC3 deacetylase inhibitors, primary screen, biochemical, fluorescence, cell-free homogeneous; inhibition, % at 8.3 µM; Histone deacetylase 3 (Homo sapiens), O15379; 320,000 tested, 0.15% active; recombinant HDAC3, fluorogenic peptide/trypsin coupled; AID 2718, 2010; in the data active = inhibition above about 26%, passing the limit was not always enough; inconclusive = no clear call, values can overlap the other calls
# Target sequence (O15379 whole entry, looked up): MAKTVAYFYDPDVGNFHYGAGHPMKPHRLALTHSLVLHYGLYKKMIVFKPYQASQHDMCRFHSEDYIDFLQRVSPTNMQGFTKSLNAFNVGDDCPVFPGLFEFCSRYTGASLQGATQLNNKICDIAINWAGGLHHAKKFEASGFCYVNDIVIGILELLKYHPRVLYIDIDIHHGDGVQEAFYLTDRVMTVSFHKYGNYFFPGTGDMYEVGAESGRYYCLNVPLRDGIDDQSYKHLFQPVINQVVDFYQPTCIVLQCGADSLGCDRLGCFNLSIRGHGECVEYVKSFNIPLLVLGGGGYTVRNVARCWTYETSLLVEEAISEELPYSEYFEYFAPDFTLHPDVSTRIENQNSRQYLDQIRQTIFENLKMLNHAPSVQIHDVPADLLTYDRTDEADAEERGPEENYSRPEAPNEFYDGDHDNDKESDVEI
# Platelet DG rel: inhibitors of platelet dense granule secretion, primary screen, cell-based, MLPCN, human platelets; inhibition, %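 (compounds screened at 7.5 µM in platelet-rich plasma)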; human platelet-rich plasma, SFLLRN dense granule ATP release, luminescence; 300,000 tested, 0.22% active;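 active = mean replicate score, as percent of positive control, at or above 50; inconclusive = mean below 50 but at least one replicate at or above 50; inactive = mean and every replicate below 50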
# HIF activator: HIF pathway transcriptional activators, primary screen, cell-based, U2OS HRE-luciferase, luminescence; U2OS HRE-luciferase reporter; normalized: DMSO 0%, desferrioxamine 100%; activation, % at 7.5 µM (by protocol); 300,000 tested, 0.32% active;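 active = mean activation of at least 10% of the iron chelator positive control signal, with at least half of replicates also reaching 10%; inconclusive = mean and replicate majority disagree about reaching 10%; inactive = mean and most replicates under 10%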
# HSF-1 act: HSF-1 activators, primary screen, NIH3T3-HGL cells, MG132 stress, luminescence, single point; 300,000 tested, 1.7% active; NIH3T3-HGL HSF-1 luciferase reporter, 8 h; 100% = twice DMSO control signal; activation, % at 9 µM;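 active = mean replicate activation of at least 50% with a set share of replicates each reaching 50%; inconclusive = only one of those two conditions met; inactive = mean below 50% and too few replicates reaching it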;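 also: 0% = median of the neutral control wells and 100% = twice that signal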
# HSF1 inh: HSF1 inhibitors in luciferase reporter cells, primary screen, cell-based, NIH3T3, luminescence | NIH3T3-HGL HSE-luciferase, MG132-induced, luminescence 8 h; stronger effect = lower value | activity change, negative = inhibition, % at 7.5 µM (by protocol) | 300,000 tested, 0.77% active;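 active = more than half of replicate wells show activity change below -50%, luminescence cut by over half; inconclusive = some wells, but at most half, below -50%; inactive = no replicate well below -50%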;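 also: luciferase reports HSF-1 transcriptional activity via heat shock element; 0% = median of DMSO wells and -100% = zero luminescence signal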
# aSyn UTR inh: MLPCN primary screen, SNCA 5' untranslated region; alpha-synuclein 5'UTR reporter, inhibitor activity; inhibition, % (tested at 7.5 µM); 300,000 tested, 0.82% active; in the data active = inhibition above about 60%; inconclusive = no clear call, values can overlap the other calls;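 also: H4 neuroglioblastoma cells stably carrying SNCA 5'UTR luciferase fusion; 0% = DMSO wells and 100% = positive control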
# IEC-6 cytotox: cytotoxicity in IEC-6 intestinal epithelial cells, primary screen, cytotoxicity control for KLF5 inhibitor project, cell-based, luminescence; 290,000 tested, 0.78% active; AID 1825, 2009; inhibition, % at 5 µM; IEC-6 cytotoxicity, luminescence viability; in the data active = inhibition above about 22%;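 also: 0% = plate median of test compound wells and 100% = cytotoxic reference compound wells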
# KLF5 inh: KLF5 expression inhibitors, primary screen, DLD-1 cells, luminescence; DLD-1 KLF5 promoter-luciferase reporter; inhibition, % at 5 µM; 290,000 tested, 0.23% active;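 active = inhibition above a per-plate limit of that plate's mean compound inhibition plus 3 SD, cut at about 60% in these data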;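 also: 0% = DMSO wells and 100% = LY294002 at 200 µM; higher means less KLF5 promoter-driven luciferase light; inactives centre near -14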
# AI-2 QS mod: Vibrio harveyi AI-2 quorum sensing modulators, primary screen, JMH597 strain, luminescence/OD600 ratio; Vibrio harveyi JMH597 AI-2 luminescence/OD600 ratio, 9 h; stronger effect = lower value; strain lacks LuxN and CqsS sensors; 0 = neutral-control median; activity change, % at 7.5 µM; 300,000 tested, 0.4% active; in the data active = activity change below about -75%, passing the limit was not always enough; inconclusive = no clear call, values can overlap the other calls;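 also: luminescence divided by OD600 gain over 9 h not by final OD600 alone; inactives centre near 13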
# * = called active by the depositor; ? = inconclusive; · = no result given.
SMILES,HSP90 inh,HDAC3 inh,Platelet DG rel,HIF activator,HSF-1 act,HSF1 inh,aSyn UTR inh,IEC-6 cytotox,KLF5 inh,AI-2 QS mod
CC(=O)c1ccc(NC(=O)c2ccccc2-c2ccccc2C(=O)O)cc1,1,4,-3,-25,5,-5,1,-2,-8,10
Cc1cc(SCC(=O)N/N=C/c2cccnc2)nc2c(C)cccc12,-6,·,9,-0.2,20,11,1,-8,-21,1
C#CCNC(=O)C1=C[C@H](c2ccc(Br)cc2)C[C@H](OCCCCO)O1,-3,3,3,-0.8,5,2,-10,-1,-16,17
CCN(CC)S(=O)(=O)c1ccc2c(c1)nc(CCC(=O)Nc1cccc(C(F)(F)F)c1)n2CC,2,0,1,-0.1,27,14,-7,1,-14,16
COc1cccc(C(=O)NCc2nnc(SCC(=O)Nc3nccs3)n2-c2cccc(C)c2)c1,0,-1,-2,-0.1,-11,1,17,-3,-3,10
CS(=O)(=O)N1CCN(C(=O)C(Sc2ccccc2)c2ccccc2)CC1 (centres undefined),0,2,3,0.3,4,3,1,3,7,-5
NS(=O)(=O)c1ccc(NC(=O)COC(=O)CSc2n[nH]c(-c3ccccc3)n2)cc1,0,9,-3,-0.4,-4,-2,-7,-1,8,12
COc1ccccc1N1CCN(C(=O)c2ccc(CS(=O)(=O)c3ccccc3OC)o2)CC1,3,14,-7,-0.4,4,-9,-28,1,-3,16
COc1cc(/C=N/NC(N)=O)ccc1OCC(=O)N1C(C)CCCC1C (centres undefined),-3,5,62*,-1.1,-18,-1,5,-1,-23,16
CC(C)CC(=O)N1CCC(O)(CS(=O)(=O)Cc2ccccc2)CC1,-1,-8,-6,0.0,6,-1,8,17,25,13
Cc1cc(S(=O)(=O)Nc2ccc(C(=O)NCC(c3ccccc3)N(C)C)cc2)ccc1F (centres undefined),-6,-5,5,-0.5,-20,-7,-9,-6,-32,27
Cc1ccn(CCC(=O)N2CCc3ccccc32)n1,2,-2,-27,1.0,-11,1,15,1,-15,4
COC(=O)c1c(NC(=O)CN2CCC(C)CC2)c2c(C)cccc2n1C,-2,·,3,-0.1,10,2,15,4,-28,-4
CS(=O)(=O)N1CCN(C(=O)C2c3ccccc3Oc3ccccc32)CC1,2,0,-14,0.0,14,7,-15,-2,-16,21
COC(=O)N1C(=O)[C@](Cc2ccccc2)(c2ccccc2)N1C(=O)OC,0,15,5,-1.9,10,4,-13,0,-5,35
COc1ccc2oc(C(=O)NCCC(C)C)c(C)c2c1,0,-8,-6,1.8,31,28,-143,-5,-86,15
O=C1c2ccccc2NC(c2ccco2)N1NS(=O)(=O)c1ccccc1 (centres undefined),0,-11,1,0.2,11,7,21,-3,3,19
O=C(CN1C(=O)c2ccccc2S1(=O)=O)NCc1ccccc1Cl,-2,0,-2,·,5,-1,-4,1,-43,37
CCN(CC)C(=O)N1c2ccccc2CC(N(CC)CC)c2ccccc21 (centres undefined),2,-7,4,0.2,-10,2,15,6,-45,28
Cc1ccc(NC(=O)c2cc(C)on2)cc1,6,-5,-2,1.6,24,16,-96,1,-113,17
Cc1cc2nc3ccc(=[N+](C)C)cc-3sc2cc1N,82*,·,7,-3.0,58*,44,91*,16,25,-33
COC(=O)c1ccccc1NC(=O)c1sc(=S)n(C)c1N,0,-2,-4,0.1,12,4,9,4,-28,·
C/C(=N\NC(=O)Cn1cnc2ccccc21)c1cccs1,-1,4,-4,-0.1,-6,0,-3,-2,-42,27
CN(C)Cc1c(C(=O)Nc2ccccc2)[nH]c2ccccc12,·,-8,0,3.2,30,17,-76,·,·,17
CCCCCc1ccc(-c2nnc(N)s2)cc1,-2,6,8,2.3,?,32,-98,0,-72,-52

# By substructure, the entries above containing an NH in an aromatic ring
SMILES,HSP90 inh,HDAC3 inh,Platelet DG rel,HIF activator,HSF-1 act,HSF1 inh,aSyn UTR inh,IEC-6 cytotox,KLF5 inh,AI-2 QS mod
NS(=O)(=O)c1ccc(NC(=O)COC(=O)CSc2n[nH]c(-c3ccccc3)n2)cc1,0,9,-3,-0.4,-4,-2,-7,-1,8,12
CN(C)Cc1c(C(=O)Nc2ccccc2)[nH]c2ccccc12,·,-8,0,3.2,30,17,-76,·,·,17

# Additional records follow:
SMILES,HSP90 inh,HDAC3 inh,Platelet DG rel,HIF activator,HSF-1 act,HSF1 inh,aSyn UTR inh,IEC-6 cytotox,KLF5 inh,AI-2 QS mod
CCS(=O)(=O)CCSc1nc2ccccc2o1,-2,·,10,0.0,-11,-3,17,3,-8,7
CCc1ccc(NC(=O)c2cnn(-c3ccccc3)c2C2CCNCC2)cc1,0,-8,0,-0.3,-23,-5,4,-1,-3,11
CNC(=O)CSCc1c(Cl)cccc1Cl,4,2,3,-0.2,-1,2,-3,5,-15,12
O=C(CC1SCCNC1=O)Nc1cccc(C(F)(F)F)c1 (centres undefined),-2,3,6,0.2,-30,-21,2,-5,-30,1
Cc1ccc(-c2nnc(-n3nc(C)cc3C)c3ccccc23)cc1,-4,1,-4,0.1,13,3,2,-1,-12,14
C/C(CC(=O)Nc1cccc(C(F)(F)F)c1)=N/NC(=O)C(=O)NCCO,2,0,-3,-0.1,19,5,7,3,-32,-4
Cc1c(NC(=O)C(C)N2C(=O)NC3(CCC(C)CC3)C2=O)c(=O)n(-c2ccccc2)n1C (centres undefined),0,0,-1,-0.4,-8,-4,10,8,-8,2
CCOc1ncccc1C(=O)OCC(=O)Nc1ccc(C)c(S(=O)(=O)N(C)C)c1,-2,5,11,0.4,-3,1,8,-4,1,6
CCC(=O)Nc1ccc(-c2ccc(N3CCC(C)CC3)nn2)cc1,3,1,-4,0.9,-5,-16,-96,4,-96,5
COC(=O)c1ccc(/C=C/c2ccc3cccc(OC(C)=O)c3n2)cc1,-4,0,14,0.4,-5,-4,-51,-9,-77,54
COc1ccccc1CN1CCN(C(=O)c2cccc3ccccc23)CC1,·,2,3,-0.1,-6,-2,4,·,·,19
CCOC(=O)C1CCCN(c2c(N3CCN(C)CC3)c(=O)c2=O)C1 (centres undefined),0,4,-8,-0.4,6,-2,4,-8,-37,18
Cc1noc(/C=C/N(C)C)c1S(=O)(=O)N1CCCC(C(=O)NC2CCCCC2C)C1 (centres undefined),-1,6,3,0.1,-19,-1,-8,-3,-18,24
CCN(CC)c1c([N+](=O)[O-])c(=O)sc2ccccc12,-1,7,2,-0.5,5,-3,-17,0,-2,3
Cc1cccc(OCc2n[nH]c(=S)o2)c1,7,-6,3,-1.0,18,-4,8,3,-18,25
Cc1ccc(N(Cc2ccccc2)C(=O)c2cccc(F)c2)cc1,-4,1,-8,1.5,28,3,-46,-4,-38,-7
C=C(C)C(=O)Nc1cccc(C2=NOC3(C2)C[C@@H](C(N)=O)N(C(=O)C2(C)CC2)C3)c1 (some centres undefined),·,-4,0,-0.1,3,0,18,·,·,1
COc1ccccc1CNC(=O)CC1Sc2ccccc2NC1=O (centres undefined),0,-6,-63,0.2,-12,-6,29,-7,2,13
CCCCCCC(c1c(C)n(C)n(-c2ccccc2)c1=O)c1c(C)n(C)n(-c2ccccc2)c1=O,1,-8,10,0.4,5,-2,9,-1,-14,10
O=C(NC1CCCC1)C(c1ccncc1)N(Cc1ccccc1)C(=O)c1ccc(-c2ccccc2)[nH]1 (centres undefined),-6,2,-5,1.5,73*,44,-40,-4,-5,5
O=C(Nc1cccc2ncccc12)c1cccc(F)c1,2,-3,-4,0.1,-5,-3,3,-4,9,7
CC(=O)N(Cc1ccco1)c1nc(C(=O)Nc2ccc(Cl)cc2)c(C)s1,0,4,-32,0.2,53*,15,-105,-1,7,5
C1=Cc2ccccc2Nc2ccccc21,0,-1,-3,0.2,12,6,-19,5,-21,7
CC(C)CC(c1nnnn1C(C)(C)C)N1CCN(C2CCCC2)CC1 (centres undefined),-2,-1,-3,0.1,1,1,-16,-2,-3,29
N=C1SCC(=O)N1c1ccc(Cl)cc1,3,-5,-16,-35,4,-5,20,-8,-21,-12
# The list goes on.
SMILES,HSP90 inh,HDAC3 inh,Platelet DG rel,HIF activator,HSF-1 act,HSF1 inh,aSyn UTR inh,IEC-6 cytotox,KLF5 inh,AI-2 QS mod
COCCn1c(C)nnc1SCC(=O)NNC(=O)c1ccc(Cl)cc1,-2,-5,1,-0.3,0,0,12,3,-23,6
COc1cc(N(C(=O)Cc2cccs2)C(C(=O)NC2CCCCC2)c2cccc(OC)c2OC)ccc1-n1cnnn1 (centres undefined),1,-1,3,-0.4,-1,0,-23,9,-25,41
CC(=O)Nc1ccc(-n2nnnc2SCC(=O)N2CCN(C(=O)c3ccco3)CC2)cc1,2,0,-5,-0.9,-3,-8,28,6,-38,7
CCCC(=NCC(=O)O)C1=C(O)C(C(=O)OC)C(C)(C)CC1=O (centres undefined),0,-1,0,0.0,15,-2,-9,2,10,19
COc1ccc(OC)c(-c2csc(NC(=O)Cc3ccc(F)cc3)n2)c1,2,-5,7,1.3,7,9,-18,5,-5,15
CCC(C)Sc1nnc(CNS(=O)(=O)c2ccc(F)cc2)n1C (centres undefined),3,2,-3,0.2,-18,-3,17,0,-13,10
COC(=O)CN(c1ccccc1)S(=O)(=O)c1cc(Br)ccc1OC,2,1,-4,·,·,·,·,6,-7,8
CN(C)c1ccc(C(=S)N2CCN(C(=S)Nc3ccccc3)CC2)cc1,1,1,3,0.1,-1,-5,13,1,-32,3
O=C(CSc1nc2ccccc2c(=O)n1CC1CCCO1)Nc1ccccc1Cl (centres undefined),1,0,-3,0.0,8,9,16,-7,6,23
Cc1nc2ccn(Cc3ccccc3)c(=O)c2cc1C(=O)N1CCN(c2ccc(F)cc2)CC1,-1,-6,8,-0.5,3,1,13,2,-16,-31
Cn1c(NC(=O)c2ccco2)c(-c2ccccc2)c(=O)c2ccccc21,2,-8,0,0.0,-8,-4,-4,4,-35,33
Cc1ccc(S(=O)(=O)n2nc(OC(=O)c3ccco3)cc2N)cc1,-2,58*,4,0.1,7,-4,11,-4,-6,19
O=C(COC(=O)c1ccc(Cl)cc1[N+](=O)[O-])NNC(=O)c1cccs1,·,0,5,0.6,-7,-3,-9,·,·,?
Cc1ccc(C)c(NC(=O)Nc2ccc3c(c2)OCO3)c1,3,·,14,0.9,38,7,-73,-4,-83,11
O=C1C(c2ccc(F)cc2)N(Cc2ccc3c(c2)OCO3)C(=O)CN1C1CCCCC1 (centres undefined),-2,4,2,-0.3,3,1,13,3,-3,-5
O=C(CSc1ncn[nH]1)Nc1ccc([N+](=O)[O-])cc1Br,1,-2,-6,-0.7,8,-2,1,0,12,12
CCNS(=O)(=O)c1ccc(-c2ccc(-n3cnnn3)cc2)cc1,2,-3,12,0.0,1,-4,-11,-3,-34,9
COc1ccc(CCN2C(=O)CC(Nc3ccc(N4CCOCC4)cc3)C2=O)cc1OC (centres undefined),4,8,0,-0.3,20,2,10,6,-20,10
CCOC(=O)c1ccc(NC(=O)CCc2nc(-c3ccccc3Cl)no2)cc1,0,5,-1,0.9,-29,-13,18,0,-13,-2
